PABP1 MLLE inh – inhibitors of microRNA-mediated deadenylation, human PABP1 MLLE binding; P11940; GST-MLLE / FITC-PAM2 fluorescence polarization; inhibition, % at 20 µM; 0.36% of 360,000 active; AID 588489; in the data active means inhibition above about 35%, passing the limit was not always enough;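 further: plate controls were DMSO wells with GST-MLLE for no effect and wells lacking GST-MLLE protein for full effect; some results filed as inactive read as strong as hits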
Neddylation inh – blocks human cullin neddylation. 0.58% of 360,000 active. P61081+Q13564. AID 651699. TR-FRET cullin neddylation, biochemical. calls only at 25 µM; in the data active means inhibition above about 36%
Target sequence (P61081 whole entry, looked up): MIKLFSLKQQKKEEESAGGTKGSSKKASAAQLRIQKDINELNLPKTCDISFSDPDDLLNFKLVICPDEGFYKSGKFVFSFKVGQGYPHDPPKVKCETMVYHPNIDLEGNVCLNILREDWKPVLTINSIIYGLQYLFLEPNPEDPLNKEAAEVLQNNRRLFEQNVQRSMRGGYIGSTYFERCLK
Target sequence (Q13564 whole entry, looked up): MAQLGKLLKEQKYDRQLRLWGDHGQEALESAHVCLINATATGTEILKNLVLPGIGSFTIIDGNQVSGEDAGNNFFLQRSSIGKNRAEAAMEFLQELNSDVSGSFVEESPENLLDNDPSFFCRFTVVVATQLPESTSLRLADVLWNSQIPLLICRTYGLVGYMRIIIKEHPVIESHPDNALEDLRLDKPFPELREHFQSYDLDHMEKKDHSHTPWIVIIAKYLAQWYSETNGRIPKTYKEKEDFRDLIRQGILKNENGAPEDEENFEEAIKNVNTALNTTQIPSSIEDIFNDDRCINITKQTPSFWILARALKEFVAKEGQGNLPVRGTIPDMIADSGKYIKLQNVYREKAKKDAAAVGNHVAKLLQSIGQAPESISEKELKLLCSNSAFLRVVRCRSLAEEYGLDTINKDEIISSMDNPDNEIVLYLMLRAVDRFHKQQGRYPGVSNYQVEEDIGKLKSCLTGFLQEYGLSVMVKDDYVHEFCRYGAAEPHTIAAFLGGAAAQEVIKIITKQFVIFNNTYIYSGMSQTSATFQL
CSN inh – CSN deneddylation inhibition; Q92905; Purified CSN, SCF-Nedd8-OG deneddylation, fluorescence polarization; inhibition, % at 12.5 µM; 0.38% of 360,000 active; AID 651999;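 active means pattern-corrected inhibition above about 35%, with an unprinted fluorescence ratio check between 0.5 and 1.5, limit read from the data, passing the limit was not always enough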;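 further: 0% = enzyme with substrate and 100% = substrate without enzyme; some results filed as inactive read as strong as hits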
Target sequence (Q92905 whole entry, looked up, one chain of several): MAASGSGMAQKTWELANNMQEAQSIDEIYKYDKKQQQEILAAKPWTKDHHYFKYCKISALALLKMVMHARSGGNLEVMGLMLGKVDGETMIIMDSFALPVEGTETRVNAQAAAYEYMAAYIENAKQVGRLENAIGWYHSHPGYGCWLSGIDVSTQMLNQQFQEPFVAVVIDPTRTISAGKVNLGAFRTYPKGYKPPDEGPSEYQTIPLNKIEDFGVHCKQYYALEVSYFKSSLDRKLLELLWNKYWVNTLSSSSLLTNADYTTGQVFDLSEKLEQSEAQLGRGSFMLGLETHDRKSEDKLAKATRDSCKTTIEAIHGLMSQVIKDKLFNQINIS
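Test system: purified human Csn5 enzyme expressed in HEK293T cells. Amount: 0.24 nM enzyme. Reagent: SCFSkp2-Nedd8OG substrate at 10 nM final. Schedule: 90 min incubation of compound, enzyme and substrate at room temperature. Detection: fluorescence polarization. Read-out: % inhibition of substrate cleavage by Csn5.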
Tb MetRS inh – blocks T. brucei methionyl-tRNA synthetase activity; purified T. brucei MetRS, ATP depletion, Kinase-Glo luminescence; inhibition, % at 11.9 µM; 0.4% of 360,000 active; AID 624268;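 active means inhibition above a per-plate cutoff of the control wells' mean inhibition plus 3 SD, cut at about 5.5% in these data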;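 further: 0% = DMSO wells median and 100% = median of wells with control inhibitor compound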
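System: purified T. brucei MetRS enzyme / Detection: Kinase-Glo luciferase luminescence reporting remaining unconsumed ATP / Medium: HEPES buffer with MgCl2, KCl, DTT, spermine, BSA, pyrophosphatase / Replication: singlicate, one well per compound / Evaluation: percent inhibition relative to median high and low control wells / Schedule: 2 h aminoacylation at 25 °C after 15 min preincubation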
MsrA act – bovine methionine sulfoxide reductase A activation. 0.3% of 360,000 active. activation, % at 10.6 µM. purified bovine MsrA, absorbance read-out; in the data active means activation above about 7.5%;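 further: 0% = vehicle and 100% = reference activator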
FAS TE block – blocks the thioesterase domain of human fatty acid synthase | recombinant FAS-TE, OMFH fluorogenic substrate, fluorescence endpoint | inhibition, % at 15 µM | 0.67% of 360,000 active;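 active means compounds whose normalised, plate-corrected inhibition of enzyme fluorescence in the single-dose primary screen is 50% or more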;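 further: 0% = DMSO with enzyme and 100% = substrate without enzyme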
E coli Lon inh – E. coli protease La inhibition; purified E. coli Lon protease, fluorescence polarization; 0.42% of 360,000 active; AID 602123; inhibition, % at 7.94 µM; in the data active means inhibition above about 13%, passing the limit was not always enough;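 further: 0% = enzyme with probe and DMSO and 100% = no enzyme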
Rin1 Abl inh – human Rin1-Abl interaction inhibition. P00519+Q13671. TR-FRET Rin1/Abl binding, biochemical. inhibition, % at 7.35 µM. 0.4% of 360,000 active. AID 588664; in the data active means inhibition above about 5%, passing the limit was not always enough
MsrA inhibitor – bovine MsrA inhibition; 0.75% of 360,000 active; AID 651718; inhibition, % at 15.5 µM; purified bovine MsrA, absorbance read-out; in the data active means inhibition above about 4.5%;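 further: 0% = vehicle wells with enzyme and 100% = reference inhibitor wells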
* hit, by the source's call; i = inactive; . = not tested or not shown; + = active, no number.

Sample of the layout:
Order of results: PABP1 MLLE inh | Neddylation inh | CSN inh | Tb MetRS inh | MsrA act | FAS TE block | E coli Lon inh | Rin1 Abl inh | MsrA inhibitor
1	CC(=O)NCCn1c(SCC(=O)c2ccccc2)nc2ccccc2c1=O
  15 | i | 2 | -0.1 | -1 | 1 | 0 | -4 | 0.4
2	CCOC(=O)c1c(-c2ccccc2)csc1NC(=O)CSc1nnnn1C
  -7 | i | 0 | -0.9 | -6 | 24 | -7 | -1 | -1.2
3	COc1cc(CC(=O)OC2CCOC2=O)cc(OC)c1OC (configuration not stated)
  -1 | i | 7 | -0.1 | -1 | -3 | -6 | -4 | 0.3

The whole of this part (from the top)
Order of results: PABP1 MLLE inh | Neddylation inh | CSN inh | Tb MetRS inh | MsrA act | FAS TE block | E coli Lon inh | Rin1 Abl inh | MsrA inhibitor
1	CC(=O)NCCn1c(SCC(=O)c2ccccc2)nc2ccccc2c1=O
  15 | i | 2 | -0.1 | -1 | 1 | 0 | -4 | 0.4
2	CCOC(=O)c1c(-c2ccccc2)csc1NC(=O)CSc1nnnn1C
  -7 | i | 0 | -0.9 | -6 | 24 | -7 | -1 | -1.2
3	COc1cc(CC(=O)OC2CCOC2=O)cc(OC)c1OC (configuration not stated)
  -1 | i | 7 | -0.1 | -1 | -3 | -6 | -4 | 0.3
4	Clc1ccc(-n2nnnc2SCc2c(-c3ccccc3)nc3sccn23)cc1
  -120 | i | 1 | 0.7 | -6 | 24 | -6 | -3 | 0.0
5	O=C(CCCN1CCN(c2ccccn2)CC1)c1ccc(F)cc1
  -14 | i | -6 | -0.1 | 1 | 5 | 0 | 1 | -1.7
6	CCN(CC(=O)Nc1ccc(OC)cc1)C(=O)c1oc2c(Cl)cccc2c1C
  3 | i | 2 | 0.0 | -1 | 4 | -7 | 3 | 1.6
7	COc1cc(C(=O)NCCC(=O)NC(C)C)cc(OC)c1OC
  -5 | i | 1 | 0.1 | -3 | -5 | 3 | -6 | -0.6
8	CCCSC(=S)c1c(C)[nH]n(-c2ccccc2)c1=O
  30 | i | -2 | 0.2 | -7 | 0 | -1 | 1 | 1.9
9	CCOC(=O)Cn1cnc2c(cnn2-c2ccccc2)c1=O
  -8 | i | 1 | 0.0 | -2 | 1 | 3 | 1 | -0.1
10	Cc1ccc(C(=O)N2CCCC(C(=O)c3ccc(Oc4ccccc4)cc3)C2)cn1 (configuration not stated)
  4 | i | 1 | 0.8 | -1 | -3 | 0 | 2 | -0.2
11	CCCC(=O)Nc1cc(-c2nc3ncccc3o2)ccc1Cl
  2 | i | -2 | 0.2 | -7 | -3 | -9 | -2 | -0.1
12	CC(Oc1ccc(F)cc1)C(=O)Nc1ccc(S(=O)(=O)NC2=NCCCCC2)cc1 (configuration not stated)
  8 | i | -6 | -0.2 | -1 | -2 | 7 | 2 | 0.0
13	CCc1ccc(NC(=O)C(C)OC(=O)c2cc(=O)[nH]c3ccc(S(=O)(=O)Nc4ccc(F)cc4)cc23)cc1 (configuration not stated)
  -7 | i | 1 | -0.3 | -3 | 20 | 0 | 1 | 0.2
14	COc1cc(OC)cc(C(=O)NCCN2CCOCC2)c1
  -7 | i | -1 | -1.0 | -13 | -17 | -6 | 3 | -1.0
15	COCCNc1ncnc2c1ncn2[C@H]1CN(Cc2ccco2)C[C@@H](CO)O1
  1 | i | 0 | -0.4 | -8 | -8 | -7 | -2 | -1.1
16	NC(=NC(=O)c1cccc(C(F)(F)F)c1)c1ccc(C(F)(F)F)cn1
  1 | i | 1 | 2.2 | -2 | 28 | 7 | -1 | -0.6
17	CSc1ccc(CCNC(=O)Cn2ncc3c([nH]c4ccccc43)c2=O)cc1
  -5 | i | 5 | 0.6 | -3 | 1 | 15 | 0 | -0.6
18	Cc1c(Cl)cccc1-c1ccc(CNCc2ccccn2)o1
  5 | i | 5 | -0.1 | 7.7* | 7 | -11 | -3 | 0.6
19	CN(C)CCNC(=O)c1ccc(CS(=O)(=O)c2c(Cl)cccc2Cl)o1
  7 | i | -2 | -0.3 | 2 | -4 | 2 | -1 | -1.0
20	OC(c1ccc(F)cc1)c1nc(-c2ccc(Cl)cc2)cs1 (configuration not stated)
  -5 | i | 0 | -0.1 | -1 | 25 | -6 | 1 | 0.5

More records
Order of results: PABP1 MLLE inh | Neddylation inh | CSN inh | Tb MetRS inh | MsrA act | FAS TE block | E coli Lon inh | Rin1 Abl inh | MsrA inhibitor
21	COCCCNC(=O)c1ccc(Cn2c(=O)c3ccccc3n(CC(=O)NCc3ccco3)c2=O)cc1
  -17 | i | 0 | -0.6 | -3 | -6 | -5 | 0 | -1.4
22	O=C(NCc1ccccc1)C(C1CC1)n1c(Cc2cc(F)cc(F)c2)nc2ccccc21 (configuration not stated)
  . | i | -3 | -0.5 | . | . | . | . | 0.1
23	CCOC(=O)c1ccc(N2CCOCC2)c(NC(=O)COCC(=O)O)c1
  -4 | i | 0 | 2.0 | -3 | -8 | 6 | -6 | -0.4
24	CCN(CC)S(=O)(=O)c1cccc(NC(=O)c2ccc(C#N)cc2)c1
  -36 | i | -6 | -0.2 | -1 | 9 | -1 | 1 | 1.0
25	NC(=O)c1ccccc1NC(=O)CC12CC3CC(CC(Br)(C3)C1)C2
  -2 | i | 1 | -0.6 | -1 | 3 | 1 | -2 | -0.4
26	CCc1ccccc1NC(=O)CSc1nnc(CCNC(=O)OC(C)(C)C)o1
  -2 | i | 1 | -0.5 | -1 | -6 | 4 | 0 | 0.4
27	COC(=O)c1ccc2nc(C3CCCCC3)c(Cc3cccc(Cl)c3)n2c1
  -1 | i | 5 | -0.2 | -3 | 18 | -21 | 6 | 0.5
28	CCc1ccccc1N(CC(=O)NCCc1ccccc1)C(=O)CCC(=O)Nc1ccccn1
  -1 | i | 2 | -0.1 | -4 | 5 | -3 | -1 | -1.4
29	Cc1nc2cc(Oc3nc(NCCN(C)C)nc4ccsc34)ccc2s1
  2 | i | -1 | -0.3 | -2 | -6 | 7 | -2 | -0.9
30	Cn1c(C(=O)N2CCN(c3ncccn3)CC2)cc2c(=O)n(C)c3ccccc3c21
  25 | i | -1 | 0.5 | -1 | -6 | 1 | 0 | 2.2
31	N#C/C(=C\c1ccc([N+](=O)[O-])o1)C(=O)Nc1ccc(F)cc1
  -54 | i | 23 | 0.4 | -3 | 11 | -48 | -1 | 0.2
32	COc1cccc(C2c3c(oc4cc(C)c(C)cc4c3=O)C(=O)N2CCCN(C)C)c1 (configuration not stated)
  2 | i | -2 | 0.3 | 0 | -6 | 5 | -3 | .
33	CC(C)NC(=O)c1cc(C(=O)c2cc(Cl)ccc2O)coc1=N
  7 | i | 2 | -1.0 | -11 | -13 | 5 | -1 | 1.0
34	NC(=O)NCCCC(=O)NCC(c1ccccc1Cl)c1c[nH]c2ccccc12 (configuration not stated)
  11 | i | -2 | 0.1 | -3 | -3 | -11 | 4 | -0.6
35	C=CCNC(=O)c1ccccc1Cl
  1 | i | 2 | -1.0 | -9 | -9 | 2 | -2 | 0.8
36	COc1ccc(OCC(=O)Nc2ccccc2-c2ccccc2)cc1
  7 | i | 1 | -1.5 | -10 | 6 | 0 | 3 | 0.0
37	CC(C)(C)c1cc(Cl)c(O)c(NC(=S)NC(=O)c2cccnc2)c1
  6 | i | 16 | -0.6 | -3 | -5 | -10 | 0 | -0.3
38	CCCCCC(=O)N/N=C/c1ccc(N(C)C)cc1
  0 | + | -9 | -0.1 | -6 | -4 | 0 | 1 | 3.6
39	O=C(O)C1CC=CCC1C(=O)N1CCN(c2nc(-c3ccccc3Cl)c3cc(Br)ccc3n2)CC1 (configuration not stated)
  0 | i | 4 | -0.3 | -2 | -13 | -1 | -19 | 0.0
40	COCCOC(=O)C1=C(C)Nc2cc(=O)[nH]c(=O)n2C1c1cccc([N+](=O)[O-])c1 (configuration not stated)
  3 | i | -4 | 0.4 | 0 | 30 | -3 | -1 | 0.0

Remaining list, next part:
cpd	compound	PABP1 MLLE inh	Neddylation inh	CSN inh	Tb MetRS inh	MsrA act	FAS TE block	E coli Lon inh	Rin1 Abl inh	MsrA inhibitor
41	O=C(Nc1nnc(SCC(=O)N2CCOCC2)s1)C1CC(=O)N(c2ccc(F)cc2)C1 (configuration not stated)	-40	i	-1	-0.2	-1	1	-6	1	-0.2
42	COC(=O)CN1C(=O)[C@H]2[C@@H](C3CC3)N3C(=O)CN(Cc4ccccn4)C(=O)[C@@]3(Cc3ccccc3)[C@H]2C1=O	-4	i	1	-0.6	-12	-11	1	2	0.8
43	CCCCC(=O)Nc1ccc(C(=O)NNC(=O)CCCOc2ccc(Cl)cc2Cl)cc1	5	i	12	0.8	-1	-3	-1	2	-1.0
44	COc1ccc(-c2cc(C(F)(F)F)nc(-n3ccnc3)n2)cc1	-2	+	-2	-0.8	-3	10	3	-4	-0.4
45	Cc1ccc(C(=O)NCc2ccc(Cl)cc2)o1	5	i	0	-0.4	-3	-4	-2	-1	0.7
46	CC(C)c1ccc(S(=O)(=O)N2CCN(C(=O)c3ccco3)CC2)cc1	-3	i	-2	-0.3	-3	17	5	-3	0.1
47	C=CCN1C(=O)c2cccc3c(N4CCCCC4)ccc(c23)C1=O	59	i	-66	0.1	0	-167	114*	-1	0.5
48	O=C1c2ccccc2C(c2nnnn2-c2ccc3c(c2)OCCO3)N1Cc1ccc2c(c1)OCO2 (configuration not stated)	.	i	-1	-0.6	-3	4	-7	.	-0.5
49	Cc1ccc(C(=O)CSc2nnc(C3CC3)n2C2CC2)s1	-4	i	4	-0.1	-2	-9	-3	0	0.9
50	CC1(C)C[C@H]2C3=CCC4[C@@]5(C)CC[C@H](O)[C@@](C)(CO)C5CC[C@@]4(C)[C@]3(C)C[C@@H](O)[C@@]2(CO)[C@@H](O)[C@@H]1O (some centres not stated)	10	i	-3	0.3	-1	-6	0	2	0.1
51	CCC(C)[C@H](NC(=O)N1CC(=O)Nc2ccccc21)C(=O)N[C@H](Cc1c[nH]c2ccccc12)C(=O)O (some centres not stated)	-14	i	-2	0.1	1	-5	-8	3	0.9
52	NNc1ccc(S(=O)(=O)N2CCCCC2)cn1	2	i	2	-0.9	-7	-6	-5	-2	0.5
53	O=c1oc2ccc(Cl)cc2nc1/C=C(\O)c1cccs1	-18	i	8	-0.5	-3	-34	-9	-5	1.0
54	COC(=O)c1ccc(S(=O)(=O)NC(C)(C)C)n1C	6	i	-2	0.6	-1	0	-3	4	-0.4
55	CC(=O)Oc1cccc(C(=O)Nc2cccc(C(=O)Nc3ccccc3C(=O)O)c2)c1	2	i	-2	-0.1	-5	-2	5	0	-0.4
56	O=C(COc1ccc(C(=O)c2ccccc2)cc1)NCc1ccc(F)cc1	4	i	-12	0.0	-4	12	3	-1	-0.1
57	CC(C)c1ccc(NC(=S)Nc2cccc3ccccc23)cc1	39	i	5	-0.5	-2	12	-5	-6	-0.2
58	N#CCC(=O)N/N=C\c1ccc(OC/C=C/c2ccccc2)cc1	3	i	-1	-0.4	-15	-47	3	2	1.2

An excerpt from above in order of SMILES length, high to low:
cpd	compound	PABP1 MLLE inh	Neddylation inh	CSN inh	Tb MetRS inh	MsrA act	FAS TE block	E coli Lon inh	Rin1 Abl inh	MsrA inhibitor
56	O=C(COc1ccc(C(=O)c2ccccc2)cc1)NCc1ccc(F)cc1	4	i	-12	0.0	-4	12	3	-1	-0.1
58	N#CCC(=O)N/N=C\c1ccc(OC/C=C/c2ccccc2)cc1	3	i	-1	-0.4	-15	-47	3	2	1.2
53	O=c1oc2ccc(Cl)cc2nc1/C=C(\O)c1cccs1	-18	i	8	-0.5	-3	-34	-9	-5	1.0
52	NNc1ccc(S(=O)(=O)N2CCCCC2)cn1	2	i	2	-0.9	-7	-6	-5	-2	0.5

Screens deposited in PubChem by several laboratories.
